Screens from PubChem.
NCI-60 one-dose screen, 48 h, at 10 µM unless noted. Numbers give growth in % (100 = growth as untreated, 0 = no growth, -100 = all killed).
SK-MEL-5 – SK-MEL-5 melanoma | 80,000 tested, 6.4% active | AID 1794755
A549/ATCC – A549/ATCC NSCLC. 81,000 tested, 3.7% active. AID 1794740
UACC-62 – UACC-62 melanoma. 81,000 tested, 5.4% active. AID 1794756
MALME-3M – MALME-3M melanoma | 78,000 tested, 5.8% active | AID 1794766
M14 – M14 melanoma | 80,000 tested, 6.2% active | AID 1794745
SK-MEL-2 – SK-MEL-2 melanoma. 77,000 tested, 4.7% active
UACC-257 – UACC-257 melanoma. AID 1794764. 78,000 tested, 4.4% active
EKVX – EKVX NSCLC; 71,000 tested, 3% active
An asterisk follows results filed as active; nt = no result given; & = joins results of further samples. How the source made its calls: active means growth percent below 10; inactive means the rest.

SMILES	SK-MEL-5	A549/ATCC	UACC-62	MALME-3M	M14	SK-MEL-2	UACC-257	EKVX
O=C(O)c1cc2ccccc2n1Cc1ccccc1	101.7	83.1	102.1	97.9	105.3	100.9	98.6	98.4
NP(N)(=O)c1ccc(Cl)cc1	99.2	nt	101.3	99.9	104.6	117.4	nt	99.1
COc1cccc2c1c(C(=O)c1ccco1)cn2Cc1ccc(F)cc1	96.3	111.9	78.3	131.3	130.5	73.8	103.6	171.7
C[C@]12CCc3sc(-c4ccc(C(=O)O)cc4)nc3C1=CC[C@@H]1[C@@H]2CC[C@]2(C)C(=O)CC[C@@H]12	86.5	70.1	51.4	92.9	74.1	82.0	100.0	78.6
O=C1NC(=O)C2(CCCc3ccc(N(CCCl)CCCl)cc32)N1 (configuration not stated)	93.7	86.1	67.9	104.5	89.9	115.8	111.1	107.7
CCC(C)OC(=O)Cc1ccccc1 (configuration not stated)	96.1	71.9	nt	107.3	93.9	89.8	78.5	94.9
CNC(=O)Oc1cc(C)cc(C)c1	101.0	92.4	105.6	107.3	103.6	105.6	nt	107.4
Clc1ccc2nnnn2n1	30.2	77.3	45.4	66.2	37.7	-12.1*	41.1	90.0
CN1C(=O)C(=S(C)C)C(=O)N(C)C1=O	107.1	110.7	107.3	92.2	102.3	110.7	96.9	nt
COc1ccccc1CC(C)NC(C)Cc1ccccc1OC (configuration not stated)	83.2	101.2	95.3	98.7	79.0	99.9	105.5	83.7
CNC(=O)Oc1ccc(C(C)(C)C)cc1OC(=O)NC	98.9	90.5	99.6	103.8	93.3	70.7	92.0	82.1
Fc1ccc2c(c1)c(-c1nc(-c3c[nH]c4ncccc34)cs1)cn2CCN1CCCCC1	52.6	75.8	66.2	83.9	24.3	92.4	98.7	55.9
CCN(CC)CCOC(=O)C(c1ccccc1)C1(O)CCCCC1 (configuration not stated)	101.4	101.6	98.4	115.3	104.5	109.8	103.0	96.9
CC(Cl)CN(CC(C)Cl)c1ccc(S(=O)(=O)Nc2ncccn2)cc1 (configuration not stated)	93.5	80.0	83.3	89.6	96.5	122.5	91.7	110.7
CN(C)[C@@H]1C(=O)C(C(N)=O)=C(O)[C@@]2(O)C(=O)C3=C(O)c4c(O)ccc(Cl)c4[C@@](C)(O)[C@H]3C[C@@H]12	100.4&98.9	97.0	89.5&72.9	80.7&79.3	92.6&79.8	24.7&81.6	106.2&107.9	98.3&111.2
ClC1OC(Cl)(Cl)C(Cl)(Cl)OC1(Cl)Cl (configuration not stated)	100.3	101.7	103.8	97.5	98.1	113.0	99.5	100.2
CCN(CC)C1CCCCC1	97.0	nt	102.0	109.1	97.5	101.6	nt	97.3
O=C1N(c2nncs2)CCN1[N+](=O)[O-]	106.7	95.4	97.3	nt	95.6	99.7	96.1	100.7
C=CC[PH+](c1ccccc1)c1ccccc1.C=CC[PH+](c1ccccc1)c1ccccc1.[Pt+2].[S-]c1ncccn1.[S-]c1ncccn1	66.6	71.4	27.7	-10.8*	1.2*	75.0	66.7	2.2*
C=CCN(CC=C)C(=O)CCN1CC1C (configuration not stated)	104.4	nt	98.7	103.6	109.0	121.5	103.2	111.5
COc1cc(C)c(C[N+](C)(C)C)c(OC)c1	103.5	105.9	105.3	116.6	108.5	139.5	103.8	93.4
CN(CCOCCC(=O)NCCCC(O)(P(=O)(O)O)P(=O)(O)O)C(=O)Oc1ccc2c(c1)OCC(c1ccc(F)cc1)C2=O (configuration not stated)	103.0	101.6	102.0	106.7	100.4	119.0	112.2	96.3
N#CC(N)c1ccccc1 (configuration not stated)	100.6	109.0	99.5	98.9	99.8	122.0	100.8	nt
CN(C)CCCOc1ccc2c(c1)c(C(=O)C(=O)NCCO)cn2Cc1ccccc1	99.8	104.9	100.0	97.1	101.2	114.3	102.4	102.2
CC(C)COC(C(=O)OCCN(C)C)(c1ccccc1)c1ccccc1	101.0	98.1	104.9	109.8	105.8	108.8	nt	99.4
CC[C@H](CC[C@@H](C)[C@H]1CC[C@H]2[C@@H]3CC[C@H]4C[C@]5(CC[C@]4(C)[C@H]3CC[C@]12C)OO[C@](C)(C(F)(F)F)O5)C(C)C	99.4	95.3	83.2	86.0	97.1	100.6	95.3	96.2
Clc1ccc2c(c1)C(c1ccccc1Cl)=NCC(SCCN1CCOCC1)=N2	91.6	102.4	90.7	84.3	99.1	101.3	101.3	99.4
Cc1ccc(C(=O)NCCCOc2ccc(N)cc2Cl)cc1S(=O)(=O)F	97.2	90.1	100.0	87.6	97.8	78.7	87.1	nt
C=C1CC[C@H]2C[C@@H]1[C@@]21CO[C@@]2(C=C(C)C(=O)O2)[C@H]1O	109.0	105.7	107.2	109.6	95.3	105.2	109.7	104.6
CC(=O)[C@H]1CC[C@H]2[C@@H]3CC[C@@H]4C[C@H](O)CC[C@]4(C)[C@H]3[C@H](O)C[C@]12C	102.8	94.0	90.0	nt	97.9	99.9	103.9	120.6

An excerpt of these results, as a markdown table.
| Structure | SK-MEL-5 | A549/ATCC | UACC-62 | MALME-3M | M14 | SK-MEL-2 | UACC-257 | EKVX |
| --- | --- | --- | --- | --- | --- | --- | --- | --- |
| COc1cc(C)c(C[N+](C)(C)C)c(OC)c1 | 103.5 | 105.9 | 105.3 | 116.6 | 108.5 | 139.5 | 103.8 | 93.4 |
| CN(CCOCCC(=O)NCCCC(O)(P(=O)(O)O)P(=O)(O)O)C(=O)Oc1ccc2c(c1)OCC(c1ccc(F)cc1)C2=O (configuration not stated) | 103.0 | 101.6 | 102.0 | 106.7 | 100.4 | 119.0 | 112.2 | 96.3 |
| N#CC(N)c1ccccc1 (configuration not stated) | 100.6 | 109.0 | 99.5 | 98.9 | 99.8 | 122.0 | 100.8 | nt |

Further records:
SMILES	SK-MEL-5	A549/ATCC	UACC-62	MALME-3M	M14	SK-MEL-2	UACC-257	EKVX
CC1(C)N=C(N)N=C(N)N1c1ccc(C(=O)Nc2cccc(S(=O)(=O)F)c2)cc1	100.9	96.9	94.9	108.3	112.4	147.0	88.3	nt
Cc1[nH]c2ccccc2c1CN1CCCCC1	100.5	108.5	96.1	106.4	96.0	113.9	103.7	108.5
O=C(O)C(Cl)Cc1cnc[nH]1 (configuration not stated)	103.1	91.8	100.1	99.0	101.7	103.9	99.2	112.5
Cc1nnc([S-])s1.[Au+].c1ccc([PH+](c2ccccc2)c2ccccc2)cc1	-45.9*	74.6	-31.0*	-61.6*	-2.5*	-12.2*	-12.4*	56.4
COc1cc(OC)c(S(=O)(=O)N(CCCl)CCCl)cc1C(C)=O	101.6	104.0	100.8	98.6	106.9	118.4	99.3	102.5
C=CCOCC1CO1 (configuration not stated)	99.4	103.7	97.5	111.8	120.1	105.7	95.2	114.2
N[C@H]1C=C(C(=O)O)CC1=C(F)F	100.2	95.5	91.9	100.2	109.5	94.7	98.3	109.1
Cn1ncc(Nc2ccc(CCN)cc2)c(Cl)c1=O	94.3	104.4	88.8	89.8	100.4	113.4	107.5	99.3
CNC(=O)Oc1ccc(C(=O)OCCO)cc1	104.1	96.7	99.3	105.3	100.4	105.6	95.4	nt
CCN(CC)CCOC(=O)C(OCC(C)C)(c1ccccc1)c1ccccc1	89.0	89.2	98.4	97.5	97.5	87.0	nt	85.4

Quoted at random: 5 compounds from above, in no set order.
SMILES	SK-MEL-5	A549/ATCC	UACC-62	MALME-3M	M14	SK-MEL-2	UACC-257	EKVX
C=CCOCC1CO1 (configuration not stated)	99.4	103.7	97.5	111.8	120.1	105.7	95.2	114.2
Cn1ncc(Nc2ccc(CCN)cc2)c(Cl)c1=O	94.3	104.4	88.8	89.8	100.4	113.4	107.5	99.3
CCN(CC)CCOC(=O)C(OCC(C)C)(c1ccccc1)c1ccccc1	89.0	89.2	98.4	97.5	97.5	87.0	nt	85.4
CC1(C)N=C(N)N=C(N)N1c1ccc(C(=O)Nc2cccc(S(=O)(=O)F)c2)cc1	100.9	96.9	94.9	108.3	112.4	147.0	88.3	nt
O=C(O)C(Cl)Cc1cnc[nH]1 (configuration not stated)	103.1	91.8	100.1	99.0	101.7	103.9	99.2	112.5

Next part
SMILES	SK-MEL-5	A549/ATCC	UACC-62	MALME-3M	M14	SK-MEL-2	UACC-257	EKVX
O=C(O)CC(O)C(Cl)(Cl)Cl (configuration not stated)	101.9	102.5	113.7	28.7	106.7	99.0	108.6	nt
CN(C)c1nn[nH]n1	98.5	114.2	107.1	107.9	101.8	104.2	115.4	113.3
COc1ccc(O)c2c(=O)c3c(OC)cc4c(c3oc12)[C@@H]1C=CO[C@@H]1O4	25.9	50.0	7.2*	62.8	67.4	6.4*	89.6	6.7*
CC(C)OC(=O)[C@H](C)NP(=O)(Oc1ccccc1)C1CCCN(O)C1=O (some centres not stated)	99.2	105.1	71.8	43.6	66.5	94.1	93.8	93.4
O1[As]2O[As]3O[As]1O[As](O2)O3	-91.5*	37.8	-53.3*	-15.0*	-24.2*	-34.8*	-22.1*	5.1*
CC1CN1P(=O)(OCCCl)N1CC1C (configuration not stated)	111.2	100.8	106.5	87.6	104.3	99.1	101.2	nt
N#C[C@]1(Cl)CC2CCC1C2 (some centres not stated)	108.6	114.2	103.8	116.4	103.3	128.3	128.1	125.5
COc1ccccc1-c1nc2c(s1)CC[C@@]1(C)C2=CC[C@@H]2[C@@H]1CC[C@]1(C)C(=O)CC[C@@H]21	108.9	105.9	100.3	110.5	106.7	99.0	107.9	97.1
C#CC1(O)CCC2(C)C(CCC3C4CCC(=O)C4(C)CCC32)C1 (configuration not stated)	96.2	92.0	88.7	102.8	101.5	92.0	93.9	89.3
CN[C@@]1(c2ccccc2Cl)CCCC[C@@H]1NC1CCCC1	100.4	95.6	96.1	96.9	100.0	106.5	104.8	96.3
O=[N+]([O-])c1cc(Cl)c(Cl)c([N+](=O)[O-])c1Cl	79.1	92.5	86.0	-26.0*	3.7*	116.4	16.1	121.7
CC(=O)[O][Hg][c]1nc2c(c(=O)n(C)c(=O)n2C)n1C	90.8	102.4	96.3	49.8	101.0	98.6	98.0	nt
NC(=O)C[N+](=O)[O-]	102.0	119.7	106.2	107.6	114.0	134.4	nt	nt
COc1c2c(cc3c1OCO3)CCN(C)C2	107.1	100.0	111.5	113.3	92.2	29.2	103.0	102.0
Nc1ccc(OCc2ccc(C(=O)Nc3cccc(S(=O)(=O)F)c3)cc2)c(Cl)c1	75.2	94.8	79.5	nt	94.3	nt	93.7	nt
N#Cc1c(-n2c(Br)c(Br)c3cc(Br)ccc32)[nH]c2c(Br)cc(Br)cc12	-76.8*	10.3	-30.8*	-17.4*	-32.4*	-61.2*	-23.8*	3.6*
C#CC1(O)CCC2C3CC=C4CC(O)CCC4(C)C3CCC21C (configuration not stated)	98.6	98.1	98.2	100.8	98.6	106.0	nt	nt
O=c1ccc(=O)[nH][nH]1	106.6	113.8	99.0	113.2	94.3	nt	108.7	111.7
CCn1cnc2c(Nc3cccc(Cl)c3)nc(N[C@@H]3CCCC[C@@H]3N)nc21	-26.5*	-7.7*	10.2	15.0	-45.8*	-1.7*	14.1	11.8
C=CCCCCCCCCC(=O)O	40.9&95.6&104.2	41.3&96.1&105.3	94.8&104.5&105.0	93.9&100.8	121.3&113.3&104.3	109.5&82.6&101.0	95.9&96.8&108.2	111.1&99.9
N#CC(CCN1CCOCC1)(c1ccccc1)c1ccccc1	94.7	106.5	91.3	93.4	110.5	118.8	107.1	96.4
CC/C=C(\C)C1(CCC)C(=O)NC(=O)NC1=O	103.3	80.3	92.2	104.7	100.5	nt	110.2	100.0
CCCCOP(=O)(N1CCOCC1)N1CCOCC1	109.1	98.5	90.6	124.5	98.6	105.5	95.0	111.0
CN(Cc1ccc(C(F)(F)F)cc1)CC(O)C(=O)Nc1ccc(C#N)c(C(F)(F)F)c1 (configuration not stated)	94.7	85.0	72.6	89.7	93.9	91.2	90.1	101.8
C/C=C(\C)C1(CCC)C(=O)NC(=S)NC1=O	99.6	93.7	98.6	104.3	123.8	98.7	98.5	101.9
CC1(C)COP(=O)(CCC#N)OC1	107.1	99.7	115.1	93.8	113.4	123.7	102.4	114.8
NCC(=O)c1ccccc1	106.3	104.2	106.3	108.0	101.2	119.3	nt	106.3
CCOC(=O)/C=C(/OP(=O)(OCC)OCC)C(=O)OCC	103.8	98.7	104.3	103.1	100.0	110.8	100.9	102.6
CN(C)CC1(N)C(=O)NC(=O)NC1=O	95.1	94.2	97.5	108.1	102.1	101.5	87.4	103.5
S=P1(c2ccccc2)Nc2ccccc2S1 (configuration not stated)	98.9	107.0	109.5	103.4	99.2	90.9	107.2	103.0
O=[N+]([O-])c1ccc(C(=Nc2ccccc2)N2CC2)cc1	100.1&105.2	89.1&105.9	88.5&93.1	125.7&114.6	108.8&103.0	111.5&108.5	106.1&116.6	98.4&103.4
CC(C)(C)[C@H](NC(=O)c1cn(Cc2ccccc2F)c2ccccc12)C(N)=O	nt	99.7	99.4	99.0	108.6	91.5	103.4	94.3
CCOC(=O)C1(c2ccccc2)CCN(CC(=O)c2ccc(NC(C)=O)cc2)CC1	102.7	95.0	94.0	nt	93.6	89.2	103.9	102.2
CC1(C)CC[C@]23CC[C@]4(C)[C@H](CC[C@@H]5[C@@]6(C)CCC7(OOC8(CCCCC8)OO7)C(C)(C)[C@@H]6CC[C@]54C)[C@H]2[C@H]1OC3=O (some centres not stated)	92.4	101.8	85.1	95.7	92.2	91.2	106.5	97.2
C[C@]12CC[C@H]3[C@@H](CCC4=CC(=O)CC[C@@]43C=O)[C@@H]1CCC2=O	100.0	95.4	99.7	94.1	101.1	121.8	90.4	nt
COc1ccc(C=C2C(=O)NC(=O)NC2=O)cc1	105.4	97.2	94.9	127.6	97.4	101.4	100.7	92.0
CCCCCCc1cc2c(O)c(C(c3ccccc3)c3c(O)c4cc(CCCCCC)c(O)cc4oc3=O)c(=O)oc2cc1O	69.0	35.2	52.9	82.1	52.3	42.6	72.7	35.4

A portion of the library, so the mix of outcomes need not match the whole.
